Wnt bcat act = Wnt/beta-catenin pathway activation; Wnt/beta-catenin reporter cell assay, activator, plate reader; activation, % at 9.35 µM; 300,000 compounds, 1.2% hits; AID 743398; in the data active = activation above about 30%, passing the limit was not always enough;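 also: 0% = neutral control wells and 100% = positive control wells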
SR-BI uptake up = activators of SR-BI mediated HDL lipid uptake. activation, % at 12.5 µM. 320,000 compounds, 0.096% hits. CHO ldlA[mSR-BI] cells, DiI-HDL uptake fluorescence, 3 h; 100 = double the neutral-control signal. AID 504775;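 active = mean replicate activation of at least 60% and every replicate at or above 60%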;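 also: 0% = median plate neutral-control signal and 100% = twice that signal; values of inactives mirror those of a sister screen read the other way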
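system = CHO ldlA[mSR-BI] cells, LDL receptor-null, SR-BI overexpressing | medium = Ham's F12 with 0.5% BSA, HEPES 25 mM, pH 7.4 | probe or stimulus = DiI-HDL 10 µg/mL | compound dosing = single-point compound dose | incubation = compound exposure 3 h, 37 °C | technique = DiI fluorescence, bottom read | read-out = cell-associated DiI fluorescence as measure of HDL uptake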
CAL PDZ FP-1 = inhibitors of human CAL PDZ peptide binding | Q9HD26 | purified CAL PDZ, TMR-peptide fluorescence polarization, 1 h | inhibition, % at 20 µM | 330,000 compounds, 0.02% hits | AID 504414;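 active = highest replicate inhibition of at least 40%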;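 also: plate controls were DMSO neutral control wells for no effect and unlabeled competitor peptide control wells for full effect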
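Material: tagged CAL PDZ protein CerCALP, purified; buffer or medium: sodium phosphate/NaCl buffer pH 7.4 with TCEP, IgG, Thesit; also added: fluorescent TMR peptide probe; schedule: 1 h incubation at room temperature before polarization reading; technique: fluorescence polarization from S- and P-plane intensities, G-factor corrected; control set: unlabelled peptide and DMSO controls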
phage Ecoli inh = E. coli growth loss with phage present. 360,000 compounds, 0.26% hits. AID 651602. inhibition, % at 11.9 µM. growth absorbance; in the data active = inhibition above about 11%
E coli growth = bacterial growth inhibition, counter-screen for AddAB inhibitors; E. coli V3065 growth, OD600 absorbance, 18 h; inhibition, % at 11.9 µM; 330,000 compounds, 0.27% hits; AID 449728;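 active = inhibition above the campaign's mean inhibition across all tested compounds plus 3 SD, cut at about 9.9% in these data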;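 also: uninfected addAB+ strain grown without phage in ampicillin broth; 0% = DMSO wells and 100% = ciprofloxacin 0.95 µg/ml wells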
MITF act = MITF TRPM1 promoter activation in melanoma cells; SK-MEL-5 TRPM1-promoter luciferase, 24 h; % of positive control, neutral wells = 0; activation, % at 12.5 µM; 300,000 compounds, 0.75% hits;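 active = mean activation of at least 80% with every replicate also reaching 80%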;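 also: 0% = neutral control wells and 100% = parthenolide positive control wells; values of inactives mirror those of a sister screen read the other way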
AddAB inh = less growth of phage-infected E. coli with AddAB; E. coli expressing H. pylori AddAB, absorbance growth; inhibition, % at 11.9 µM; 330,000 compounds, 0.29% hits; in the data active = inhibition above about 12%;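 also: 0% = vehicle wells of infected cells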
CAL PDZ FP-2 = inhibitors of human CAL PDZ peptide binding | Q9HD26 | purified CAL PDZ, TMR-peptide fluorescence polarization, 1 h | inhibition, % at 24.9 µM | 300,000 compounds, 0.92% hits | AID 602252;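 active = mean inhibition of at least 30% with at least half of replicates also reaching 30%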;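 also: 0% = DMSO neutral control and 100% = excess unlabeled competitor peptide PRC23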
Tat export inh = E. coli Tat transport inhibition; 340,000 compounds, 0.036% hits; inhibition, % at 10 µM; E. coli MC4100 TorA-mCherry Tat export, fluorescence; AID 488895;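 active = mean replicate inhibition at least 50% and at least half of replicates individually reaching 50%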;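 also: exported cargo escapes ClpAP degradation while cytoplasmic cargo is degraded and loses fluorescence; 0% = median of neutral control wells and 100% = median of NaSCN control wells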
SR-BI HDL uptake = blocks mouse SR-BI lipid uptake from DiI-HDL. Q61009. ldlA[mSR-BI] CHO cells, DiI-HDL uptake fluorescence, 3 h. inhibition, % at 12.5 µM. 320,000 compounds, 0.96% hits. AID 488896;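 active = mean replicate inhibition of at least 70% and a set share of replicates each scoring 70 or more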;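 also: 0% = median of neutral control wells and 100% = median of positive control wells; values of inactives mirror those of a sister screen read the other way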
Target sequence (Q61009 whole entry, looked up): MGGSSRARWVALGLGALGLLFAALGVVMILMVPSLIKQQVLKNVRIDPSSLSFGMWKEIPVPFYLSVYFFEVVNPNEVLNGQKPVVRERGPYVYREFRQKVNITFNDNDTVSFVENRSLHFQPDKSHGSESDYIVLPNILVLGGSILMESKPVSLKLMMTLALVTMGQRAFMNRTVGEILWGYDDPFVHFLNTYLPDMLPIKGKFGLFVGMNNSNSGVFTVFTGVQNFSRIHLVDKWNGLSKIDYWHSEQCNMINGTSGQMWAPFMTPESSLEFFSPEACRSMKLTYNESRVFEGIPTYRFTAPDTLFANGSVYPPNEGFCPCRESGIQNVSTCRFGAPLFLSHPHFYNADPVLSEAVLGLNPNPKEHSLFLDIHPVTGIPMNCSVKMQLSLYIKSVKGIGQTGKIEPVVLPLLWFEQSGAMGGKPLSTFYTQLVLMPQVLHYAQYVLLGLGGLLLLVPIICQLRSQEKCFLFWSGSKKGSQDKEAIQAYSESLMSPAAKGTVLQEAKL
Starred values were filed as active, the others as inactive; . = not tested or not shown. Random draw from the library (roughly 3.6% active in at least one column).

SMILES	Wnt bcat act	SR-BI uptake up	CAL PDZ FP-1	phage Ecoli inh	E coli growth	MITF act	AddAB inh	CAL PDZ FP-2	Tat export inh	SR-BI HDL uptake
CC1CCCC(C)N1CCCNC(=O)c1ccc2nc(N3CCCCC3)sc2c1 (centres undefined)	-3	-1	-0.7	3.0	-1.1	.	-2.3	.	2	1
CCOc1ccc(NC(=O)N2CCN(C(=O)c3ccco3)CC2)cc1	-1	6	0.7	1.3	-2.9	-11	0.6	.	0	-6
Cc1ccc(C(=O)CNc2ccc(Br)cc2)cc1	.	5	0.4	2.4	1.8	.	2.6	0	5	-5
Cn1cccc1C(=O)OCC(=O)N1CC(=O)Nc2ccccc21	1	-32	-1.1	1.7	-0.4	15	0.2	-2	-4	32
CC1(C)Cc2c(cnn2-c2ccccc2)C(NC(=O)c2ccoc2)C1 (centres undefined)	0	12	0.1	0.7	2.1	-5	0.9	.	-5	-12
O=C(NC1CCCC1)C(c1ccc(Cl)cc1)N1CCc2ccccc21 (centres undefined)	2	-7	-0.1	1.0	0.3	0	-2.6	.	-4	7
O=C(COc1ccccc1)Nc1nc(-c2ccc(S(=O)(=O)N3CCOCC3)cc2)cs1	.	-54	.	2.6	-2.6	-11	1.8	-10	3	54
CC(C)[C@H]1CN=C2N(CCNC(=O)CCC3CCCCC3)[C@H](Cc3ccc(O)cc3)CN21	-1	8	-1.0	-1.1	0.2	-2	-0.5	-1	11	-8
Cc1noc(C)c1C(=O)OCC(=O)Nc1ncc(Cl)c(C)c1Cl	-3	-13	-1.2	2.5	1.1	13	-1.1	.	4	13
CN(CC(O)COC(c1ccccc1)c1ccccc1)C1CCCCC1 (centres undefined)	1	9	-1.3	2.0	0.1	11	4.8	2	1	-9
CCCOC(=S)NC(=O)c1sc2ccccc2c1Cl	.	10	-1.1	-1.2	-2.2	3	0.9	0	6	-10
O=C(N/N=C(\CC(=O)c1cccs1)C(F)(F)F)c1ccncc1	-2	-32	-3.3	1.2	2.3	.	-1.4	0	-1	32
COc1cccc(C(=O)NC(=S)Nn2cnnc2)c1OC	-1	1	-0.2	0.9	-1.9	1	1.0	3	-3	-1
N=c1c2c(ncn1Cc1ccco1)Oc1c(ccc3ccccc13)C2c1ccccc1 (centres undefined)	15	-6	-2.0	2.1	-2.0	-18	0.8	-3	7	6
Cc1c(Cl)cccc1-n1c(SCC(=O)NCc2ccccc2Cl)nnc1-c1ccncc1	-1	-19	-1.5	5.0	3.2	14	4.0	0	7	19

A draw from above in order of heavy-atom count, rising.
SMILES	Wnt bcat act	SR-BI uptake up	CAL PDZ FP-1	phage Ecoli inh	E coli growth	MITF act	AddAB inh	CAL PDZ FP-2	Tat export inh	SR-BI HDL uptake
Cc1ccc(C(=O)CNc2ccc(Br)cc2)cc1	.	5	0.4	2.4	1.8	.	2.6	0	5	-5
CCOc1ccc(NC(=O)N2CCN(C(=O)c3ccco3)CC2)cc1	-1	6	0.7	1.3	-2.9	-11	0.6	.	0	-6
CN(CC(O)COC(c1ccccc1)c1ccccc1)C1CCCCC1 (centres undefined)	1	9	-1.3	2.0	0.1	11	4.8	2	1	-9
CC1CCCC(C)N1CCCNC(=O)c1ccc2nc(N3CCCCC3)sc2c1 (centres undefined)	-3	-1	-0.7	3.0	-1.1	.	-2.3	.	2	1
O=C(COc1ccccc1)Nc1nc(-c2ccc(S(=O)(=O)N3CCOCC3)cc2)cs1	.	-54	.	2.6	-2.6	-11	1.8	-10	3	54
CC(C)[C@H]1CN=C2N(CCNC(=O)CCC3CCCCC3)[C@H](Cc3ccc(O)cc3)CN21	-1	8	-1.0	-1.1	0.2	-2	-0.5	-1	11	-8

Later entries
SMILES	Wnt bcat act	SR-BI uptake up	CAL PDZ FP-1	phage Ecoli inh	E coli growth	MITF act	AddAB inh	CAL PDZ FP-2	Tat export inh	SR-BI HDL uptake
Cc1cc(NC(=O)CCC(=O)N(c2ccccc2)C(C(=O)NC2CCCC2)c2ccc(F)cc2)no1 (centres undefined)	4	14	0.2	1.8	-0.3	-2	4.6	.	7	-14
COc1ccc(-c2csc(-c3cccs3)n2)cc1OC	19	-38	-1.7	1.3	-0.7	56	0.1	-4	-6	38
Cc1ccc2nc3ccc(N4CCCCCCC4)nn3c(=O)c2c1	29	-29	.	2.3	2.0	.	2.6	-4	-5	29
Cc1cc(=O)[nH]c(N/N=C/c2c[nH]c3ccccc23)n1	2	.	-0.5	2.9	-0.5	9	-0.6	.	2	.
COc1cc(OC)c(C2C(C#N)=C(N)Oc3cc(C)n(CCCN4CCOCC4)c(=O)c32)cc1OC (centres undefined)	-6	5	-0.2	2.2	-2.2	1	1.1	-3	-19	-5
Cc1cc(S(=O)(=O)Nc2ccc(C(=O)NCC(c3ccco3)N(C)C)cc2)ccc1F (centres undefined)	-5	8	-0.8	1.0	0.8	1	-2.6	5	7	-8
CCC(=O)Nc1ccc(NC(=O)c2cc3ccccc3o2)cc1	.	-51	-1.9	2.7	-1.3	44	3.6	1	7	51
CCC(=O)N1CCc2cc(S(=O)(=O)NC(C(=O)N3CCN(c4ccc(F)cc4)CC3)C(C)C)ccc21 (centres undefined)	-1	11	-1.4	3.0	-0.1	6	1.3	-3	0	-11
Cc1occc1-c1nnc(SCC(=O)NCCc2ccccc2)n1Cc1ccccc1	.	-10	-1.9	1.1	-0.4	-9	1.2	-1	-1	10
Cc1[nH]nc2c1C(c1ccc(-c3ccc(Cl)cc3)o1)C(C#N)=C(N)O2 (centres undefined)	-3	-4	-0.9	0.5	2.0	3	1.0	0	-4	4
CCOc1ccc(NC(=S)N2CCC(N(C)CC3CCCO3)CC2)cc1 (centres undefined)	.	23	-0.4	3.3	-0.7	6	4.2	-5	11	-23
CC(Cc1cccs1)NC(=O)Nc1ccc(Cl)c(Cl)c1 (centres undefined)	.	-21	-1.4	9.0	6.9	56	6.7	-9	-2	21
Cc1ccc2cccc(NC(=O)c3ccc(Br)o3)c2n1	-8	-19	-1.2	-0.4	-0.2	-44	-2.4	70*	-2	19
CCc1cccc(N(C(=O)c2csnn2)C(C(=O)NC(C)(C)CC)c2ccccn2)c1 (centres undefined)	-1	23	-0.6	2.8	-0.1	.	2.2	.	0	-23
c1ccc(COc2ccc(OCCCN3CCCCC3)cc2)cc1	18	4	-2.2	-0.5	1.1	59	0.3	-1	6	-4
COC(=O)C(C)N(c1ccc(C)cc1)S(=O)(=O)c1c(C)[nH]c(=O)[nH]c1=O (centres undefined)	0	-15	0.5	1.1	0.5	7	0.9	-3	2	15
Cc1cccc(-c2nnc(SCC(=O)C(C)(C)C)n2C)c1	17	.	-1.5	1.8	-2.0	33	-3.0	-2	0	.
COC(=O)C1CCN(C(=O)c2cc(OC)c(OC)c(OC)c2)CC1	0	6	-1.8	3.1	3.2	-4	3.1	-2	-3	-6
CC1=C(C(=O)OCC(Br)(Br)Br)C(c2cccc([N+](=O)[O-])c2)NC(=O)N1CCCC(=O)O (centres undefined)	3	28	-0.3	1.4	-2.2	-5	1.5	-3	2	-28
CN(C(=O)c1cccc(S(=O)(=O)N2CCCCC2)c1)C1CCS(=O)(=O)C1 (centres undefined)	1	41	-1.5	0.6	1.8	4	0.1	0	-4	-41
O=C(Oc1c(Cl)cc(Cl)c2cccnc12)N1CCOCC1	.	16	-0.7	1.7	0.4	.	1.9	-1	-1	-16
O=C(CCN1C(=O)/C(=C/c2ccco2)SC1=S)Nc1ccc(C(=O)O)c(O)c1	1	44	0.3	3.6	-4.0	0	2.0	-4	-6	-44
Cc1nn(-c2ccccc2)c(N2CCCC2)c1/C=C1\N=C(c2ccc(OC(C)C)cc2)OC1=O	.	.	0.1	3.4	0.1	-5	1.6	-5	0	.
CN(C)c1ccc(/C=N/NC(=O)c2cccc(N3CCCC3=O)c2)cc1	2	-35	-2.1	4.8	0.0	20	3.5	-2	2	35
COc1ccc(NC(=O)C(NC(=O)c2ccc(=O)[nH]c2)c2ccc(OC)cc2)cc1 (centres undefined)	.	2	-0.1	0.4	-1.8	-2	-0.1	-5	-2	-2
Cc1nc(CN(C)Cc2nc(Cc3ccccc3Cl)no2)cs1	3	.	-2.5	2.4	-0.1	-25	0.5	-2	2	.
CN1CCC(N(C)S(=O)(=O)c2ccc(NC(=O)COc3ccc([N+](=O)[O-])cc3)cc2)CC1	0	-27	-1.8	3.8	1.5	-5	4.0	-2	2	27
O=C(O)c1c(F)c(F)c(F)c(F)c1-c1ccc(Cl)cc1	-2	13	-1.4	1.4	0.1	2	-0.5	-1	-1	-13
O=C(CNC(=O)c1ccco1)OCC(=O)c1ccc2c(c1)CCCC2	1	9	-0.3	4.8	1.6	6	5.3	.	18	-9
CCN(CC)S(=O)(=O)c1ccc(OC)c(NC(=S)Nc2cccc(C)c2C)c1	.	-6	-1.0	2.0	1.2	-2	1.7	-2	-1	6
O=C(O)C1C2C=CC(C2)C1C(=O)Nc1ccc2c(c1)OCCO2 (centres undefined)	.	13	-1.4	.	-0.3	.	-0.6	-3	2	-13
CCN(CC)C(=S)Oc1c(Cl)cccc1Cl	1	18	-0.9	3.1	-0.6	5	0.8	-5	13	-18
CC(OC(=O)c1ccc(NC(=O)CC#N)cc1)C(=O)Nc1ccc2c(c1)OCCO2 (centres undefined)	2	-21	-3.4	2.2	0.0	-4	-0.8	-4	5	21
N#Cc1ccccc1S(=O)(=O)N1CCN(C(=O)c2cc(-c3ccccc3)nn2-c2ccccc2)CC1	-3	.	-1.0	1.7	0.1	-20	-1.0	.	-10	40
